High-throughput results from PubChem.
CRFBP-R2 block = CRF-BP/CRF-R2 complex antagonism | HEK293 CRF-R2/CRF-BP, CRF-induced calcium fluorescence | inhibition, % at 11.8 µM | hit rate 0.59% among 350,000 | AID 588475;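 active = inhibition of the ligand-induced calcium signal above about 50% at the single tested concentration, limit read from the data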
GalR3 antagonist = antagonists of human GalR3 | HEK293 GalR3-CNG cAMP membrane potential fluorescence; galR3 body fused to GalR1 C-terminus | inhibition, % at 3 µM | hit rate 0.44% among 360,000;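 active = inhibition above the screen-wide average plus 3 SD, cut at about 13% in these data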;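 also: forskolin and galanin both at EC90 stimulate the cells; cAMP rise reported by CNG channel membrane potential dye signal; 0% = forskolin plus galanin with DMSO and 100% = forskolin alone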
PHOSPHO1 inh = PHOSPHO1 (human) inhibition. Q8TCT1. recombinant PHOSPHO1, absorbance phosphatase assay. inhibition, % at 13.3 µM. hit rate 1.1% among 290,000; in the data active = inhibition above about 60%
CRFBP-R2 agonist = CRF-BP/CRF-R2 complex agonism; hit rate 0.46% among 350,000; HEK293 CRF-R2/CRF-BP, calcium dye fluorescence (FLIPR); percent of saturating CRF peptide response; activation, % at 13.2 µM;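 active = activation of at least 50%, plus an integration ratio under a set limit after plate pattern correction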;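 also: plate controls were neutral control wells without compound for no effect and CRF at EC100 for full effect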
MEKK3 PB1 HTS = modulators (inhibitors or enhancers) of MEK5 binding to human MEKK3 PB1 domain | Q99759 | bead-based flow cytometry, Alexa488-MEK5 binding to MEKK3; actives lie on both sides; 0 = blocked by unlabeled MEK5, 100 = vehicle | hit rate 1.4% among 290,000 | binding response (% of control), % at 10 µM;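 active = binding response more than 3 SD above or below the average of its plate-row segment, actives on both sides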;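 also: Alexa488 bead fluorescence after subtracting the streptavidin-only scavenger bead signal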
pCIP destab = compounds decreasing mouse p/CIP protein stability | AID 1984 | hit rate 0.01% among 290,000 | decrease of EGFP signal, % at 10 µM | F442A p/CIP-EGFP cells, EGFP fluorescence, 16 h;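 active = EGFP signal decrease of at least 30% at 10 µM or well 3 SD below plate mean, unless failing retest; inactive = the rest, including hits failing retest or dose response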; also: some compounds called inactive have numbers as strong as hits; many of its hits are not listed in these tables
IDE cell activ = activators of human insulin-degrading enzyme in cells; HEK cells, FAbeta-B cleavage, fluorescence polarization; 0% vehicle, 100% cell-free pure enzyme wells; activation, % at 5.96 µM; hit rate 0.073% among 340,000; P14735;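 active = activation above the mean of all tested compounds plus 3 SD, set per screening campaign, cut at about 17% in these data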
Target sequence (P14735 whole entry, looked up): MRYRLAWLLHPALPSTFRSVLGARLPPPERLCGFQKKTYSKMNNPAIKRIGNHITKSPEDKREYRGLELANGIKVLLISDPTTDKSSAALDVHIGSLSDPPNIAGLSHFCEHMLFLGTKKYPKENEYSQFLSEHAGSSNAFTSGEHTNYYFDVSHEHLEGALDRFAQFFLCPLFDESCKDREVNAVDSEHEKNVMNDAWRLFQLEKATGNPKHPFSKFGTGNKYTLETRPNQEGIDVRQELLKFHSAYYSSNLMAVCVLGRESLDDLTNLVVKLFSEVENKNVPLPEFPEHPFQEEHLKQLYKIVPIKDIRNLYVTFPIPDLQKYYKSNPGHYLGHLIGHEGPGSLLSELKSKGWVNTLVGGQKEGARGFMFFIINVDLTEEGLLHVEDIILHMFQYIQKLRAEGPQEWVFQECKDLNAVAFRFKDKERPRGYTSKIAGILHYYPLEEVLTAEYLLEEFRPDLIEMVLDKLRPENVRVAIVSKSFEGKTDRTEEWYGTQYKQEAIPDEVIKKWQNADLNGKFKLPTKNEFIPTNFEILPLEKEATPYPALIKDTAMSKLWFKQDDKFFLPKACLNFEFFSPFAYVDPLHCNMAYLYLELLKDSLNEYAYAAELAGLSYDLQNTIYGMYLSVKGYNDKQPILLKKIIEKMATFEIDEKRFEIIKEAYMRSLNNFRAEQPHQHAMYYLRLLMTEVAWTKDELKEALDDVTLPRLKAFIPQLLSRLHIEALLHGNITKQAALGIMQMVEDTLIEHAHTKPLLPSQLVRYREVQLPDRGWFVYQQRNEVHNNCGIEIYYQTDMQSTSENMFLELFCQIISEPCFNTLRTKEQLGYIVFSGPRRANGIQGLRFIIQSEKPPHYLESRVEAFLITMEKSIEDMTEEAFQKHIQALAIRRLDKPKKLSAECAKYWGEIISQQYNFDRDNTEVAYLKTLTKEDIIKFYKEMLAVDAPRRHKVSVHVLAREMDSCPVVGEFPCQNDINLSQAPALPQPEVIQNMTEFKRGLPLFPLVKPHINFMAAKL
IDE inh = inhibits human insulin-degrading enzyme in HEK cells; inhibition, % at 5.59 µM; FAbetaB cleavage, fluorescence polarization; AID 434962; P14735; hit rate 0.41% among 320,000;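 active = percent inhibition above the average of all tested compounds plus 3 SD, set per screening campaign, cut at about 16% in these data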;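 also: IDE supplied by intact live HEK cells; FP after avidin binding of uncleaved biotin substrate so inhibition keeps polarization high; 0% = DMSO wells and 100% = 60 µM reference IDE inhibitor Ii1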
CHRM4 PAM = CHRM4 positive allosteric modulation | P08173 | CHO-K1 hM4/Gqi5, Fluo-8 calcium fluorescence, ACh EC20; 0% = ACh EC20, 100% = maximal ACh | activation, % at 3 µM | hit rate 0.4% among 360,000 | AID 624126;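 active = activation above its plate's cutoff, the mean activation of sample wells plus 3 SD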; also: some results filed as inactive read as strong as hits
* = called active by the depositor; . = not tested or not shown. An excerpt; the hit share may differ from the screen's.

SMILES	CRFBP-R2 block	GalR3 antagonist	PHOSPHO1 inh	CRFBP-R2 agonist	MEKK3 PB1 HTS	pCIP destab	IDE cell activ	IDE inh	CHRM4 PAM
CCOC(=O)c1cccc(C2=C(CNC(=O)c3ccc([N+](=O)[O-])cc3)[C@H]3CC[C@@H](C2)N3Cc2ccccc2)c1	-8.3	-8.2	.	-1.3	.	.	.	.	-5.2
O=C(CCc1nnc2ccc(NCc3ccccc3Cl)nn12)N1CCC2(CC1)OCCO2	6.4	-7.7	19.1	1.8	99.0	5.3	7.2	5.7	-3.4
C/C(=N\NC(=O)c1ccncc1)c1c(O)n(Cc2ccccc2)c(=O)[nH]c1=O	20.8	-3.2	-2.2	-0.2	93.0	13.1	4.3	2.0	-1.8
C=CCN1CC[C@]23c4c5ccc(O)c4OC2[C@H](O)CC[C@@]3(O)[C@H]1C5 (stereo not given in full)	-3.5	-1.7	.	0.3	.	.	3.0	6.5	14.7
CSc1ncc(/C=C2/C(=O)NC(=O)N(c3ccc(C(C)C)cc3)C2=O)cn1	-40.1	6.5	-4.0	2.0	115.0	-13.1	1.5	1.1	7.3
O=c1[nH]c(=O)n(CCc2ccccc2)c(O)c1/C=N/N1CCOCC1	3.2	-5.3	51.2	1.0	87.0	-1.1	10.5	8.1	1.6
N#CC1=C(N)Oc2c(c(=O)oc3ccccc23)C1c1ccccc1OC(=O)c1cccs1 (stereo not given)	2.4	2.2	3.0	-0.4	123.0	10.3	-3.8	0.5	7.9
CCOc1ccc(C2SCC(=O)Nc3c2c(=O)[nH]n3C2CCCCCC2)cc1 (stereo not given)	-6.2	0.8	6.2	-0.3	103.0	-5.0	3.4	-9.2	0.7
COc1ccc(CCn2c(O)c(/C=N/N3CCOCC3)c(=O)[nH]c2=O)cc1OC	17.0	-5.2	24.0	3.5	101.0	1.2	.	4.6	3.5
CN1CCc2nc(N)c(C#N)c(-c3ccccc3)c2C1	11.6	-9.2	1.8	-0.2	97.0	-9.4	0.3	10.2	-8.3
O=C(c1cccs1)N1C2CCC1CC(O)(c1cccnc1)C2 (stereo not given)	-1.8	-1.4	16.7	0.1	104.0	2.4	7.6	6.1	8.0
CN1CCN(Cc2cc(C(C)(C)C)c(O)c(C(C)(C)C)c2)CC1	-19.5	-6.6	20.4	-0.5	99.0	0.2	3.9	6.2	-10.4
COC(=O)CNC(=O)c1cn(CCC#N)nc1-c1ccc(F)cc1	6.6	-0.2	6.7	2.8	100.0	-2.5	4.1	-7.8	3.0
O=C1NC(=S)SC1=Cc1ccc(N(CCCl)CCCl)cc1	-100.1	-3.6	.	88.1*	.	.	-35.6	.	6.1
O=C1NC(=O)N(CCNc2ncc(C(F)(F)F)cc2Cl)C(=O)C1Cc1ccc(Cl)cc1 (stereo not given)	21.2	-2.2	7.3	-3.7	107.0	16.7	-1.5	0.7	18.2

Some of these compounds in order of molecular weight, rising:
SMILES	CRFBP-R2 block	GalR3 antagonist	PHOSPHO1 inh	CRFBP-R2 agonist	MEKK3 PB1 HTS	pCIP destab	IDE cell activ	IDE inh	CHRM4 PAM
CN1CCc2nc(N)c(C#N)c(-c3ccccc3)c2C1	11.6	-9.2	1.8	-0.2	97.0	-9.4	0.3	10.2	-8.3
O=C(c1cccs1)N1C2CCC1CC(O)(c1cccnc1)C2 (stereo not given)	-1.8	-1.4	16.7	0.1	104.0	2.4	7.6	6.1	8.0
CN1CCN(Cc2cc(C(C)(C)C)c(O)c(C(C)(C)C)c2)CC1	-19.5	-6.6	20.4	-0.5	99.0	0.2	3.9	6.2	-10.4
COC(=O)CNC(=O)c1cn(CCC#N)nc1-c1ccc(F)cc1	6.6	-0.2	6.7	2.8	100.0	-2.5	4.1	-7.8	3.0
O=C1NC(=S)SC1=Cc1ccc(N(CCCl)CCCl)cc1	-100.1	-3.6	.	88.1*	.	.	-35.6	.	6.1
CSc1ncc(/C=C2/C(=O)NC(=O)N(c3ccc(C(C)C)cc3)C2=O)cn1	-40.1	6.5	-4.0	2.0	115.0	-13.1	1.5	1.1	7.3
COc1ccc(CCn2c(O)c(/C=N/N3CCOCC3)c(=O)[nH]c2=O)cc1OC	17.0	-5.2	24.0	3.5	101.0	1.2	.	4.6	3.5
N#CC1=C(N)Oc2c(c(=O)oc3ccccc23)C1c1ccccc1OC(=O)c1cccs1 (stereo not given)	2.4	2.2	3.0	-0.4	123.0	10.3	-3.8	0.5	7.9
O=C1NC(=O)N(CCNc2ncc(C(F)(F)F)cc2Cl)C(=O)C1Cc1ccc(Cl)cc1 (stereo not given)	21.2	-2.2	7.3	-3.7	107.0	16.7	-1.5	0.7	18.2
CCOC(=O)c1cccc(C2=C(CNC(=O)c3ccc([N+](=O)[O-])cc3)[C@H]3CC[C@@H](C2)N3Cc2ccccc2)c1	-8.3	-8.2	.	-1.3	.	.	.	.	-5.2

(further entries)
SMILES	CRFBP-R2 block	GalR3 antagonist	PHOSPHO1 inh	CRFBP-R2 agonist	MEKK3 PB1 HTS	pCIP destab	IDE cell activ	IDE inh	CHRM4 PAM
CS(=O)(=O)c1ccc(C2=C(CNC(=O)c3nccs3)[C@H]3CC[C@@H](C2)N3Cc2ccco2)cc1	21.2	-4.8	.	-1.1	.	.	.	.	-5.9
Cc1ccc(S(=O)(=O)N(C)C/N=C(\N)N[N+](=O)[O-])cc1	19.5	3.7	37.3	-4.3	79.0	1.8	.	-0.6	-3.5
CCC12CN3CCN(CC(C3)/C1=N/NC(N)=O)C2	12.8	-0.1	18.5	7.0	103.0	7.3	-3.0	1.6	-4.7
COc1ccc(CCN(C)Cc2c(F)cccc2F)cc1OC	16.4	-3.8	8.8	-1.8	103.0	-12.5	3.4	4.8	5.9
CC(=O)NC(Cc1ccc(N(CCCl)CCCl)cc1)C(=O)O (stereo not given)	-2.5	-3.2	6.3	-1.0	78.0	13.8	1.8	1.1	-0.3
Cc1c(NC(NC(=O)CF)C(Cl)(Cl)Cl)c(=O)n(-c2ccccc2)n1C (stereo not given)	2.4	-3.8	6.4	0.9	101.0	9.0	3.5	-2.1	1.6
CC(=O)N1N=C2C3CCN(CC3)C2C1c1ccc(Br)cc1 (stereo not given)	-8.6	-5.9	46.4	-1.3	113.0	-0.7	1.7	-2.8	18.8
CC1=NN(c2ccccc2)C(=O)/C1=C/c1c(O)[nH]c(=S)[nH]c1=O	6.7	0.2	86.0*	-1.7	98.0	-13.7	-0.7	1.2	1.5
CC1(C)NC(=O)[C@H]2CCCN21	7.8	-2.8	.	2.4	108.0	.	2.9	-0.1	6.9
Cc1ccc(C(O)(c2ccc(C)c(C)c2)C2CN3CCC2CC3)cc1C (stereo not given)	-49.2	-5.8	37.5	1.6	104.0	8.3	6.2	1.9	-1.7
CC(=O)N1N=C(c2cccnc2)OC1c1ccccc1Cl (stereo not given)	16.2	-5.1	32.1	-2.6	96.0	-0.1	5.6	-1.4	-8.7
Cc1ccc(-n2c(O)c(C=NCc3cccnc3)c(=O)[nH]c2=O)cc1C	27.8	-2.0	-5.5	5.1	96.0	-3.9	-1.4	-0.8	-5.1
c1ccc(CN2CCc3nc4ccccc4cc3C2)cc1	-11.2	-11.4	29.2	-4.2	106.0	0.5	1.9	1.9	2.0

Results in CRFBP-R2 block, for some of the entries so far:
| Structure | CRFBP-R2 block |
| --- | --- |
| CC1(C)NC(=O)[C@H]2CCCN21 | 7.8 |
| CS(=O)(=O)c1ccc(C2=C(CNC(=O)c3nccs3)[C@H]3CC[C@@H](C2)N3Cc2ccco2)cc1 | 21.2 |
